Screening data deposited in PubChem by The Scripps Research Institute Molecular Screening Center.
PAFAH2 FP inh: inhibitors of human PAFAH2. hit rate 0.99% among 340,000. recombinant PAFAH2, FP-rhodamine activity probe, fluorescence polarization. inhibition, % at 3.39 µM. Q99487;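 active means inhibition above the mean over all tested compounds plus 3 SD, cut at about 30% in these data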;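 further: inhibitors block probe labeling of enzyme so polarization drops; 0% = enzyme with DMSO and 100% = wells lacking PAFAH2 protein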
ZTA DNA inh: ZTA (EBV) inhibition in EBNA-1 counter-screen; P03206; ZTA-DNA binding, fluorescence polarization; inhibition, % at 11 µM; hit rate 0.15% among 320,000; AID 2234; in the data active means inhibition above about 33%
Target sequence (P03206 whole entry, looked up): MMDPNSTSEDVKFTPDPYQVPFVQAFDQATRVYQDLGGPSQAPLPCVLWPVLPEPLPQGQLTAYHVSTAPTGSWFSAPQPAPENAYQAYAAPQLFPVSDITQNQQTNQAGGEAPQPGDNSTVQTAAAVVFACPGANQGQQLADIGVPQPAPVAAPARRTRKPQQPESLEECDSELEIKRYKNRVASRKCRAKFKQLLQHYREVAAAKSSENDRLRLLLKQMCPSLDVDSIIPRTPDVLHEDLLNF
LYPLA2 inh: LYPLA2 (human) inhibition in PME1 counter-screen; inhibition, % at 5.9 µM; AID 2177; recombinant LYPLA2, FP-Rh probe fluorescence polarization; O95372; hit rate 0.38% among 320,000;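 active means inhibition above the screen-wide mean plus 3 SD, limit set per campaign, cut at about 26% in these data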;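 further: 0% = LYPLA2 with DMSO and 100% = wells lacking LYPLA2 enzyme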
PAFAH1B2 inh: blocks human PAF acetylhydrolase 1b catalytic subunit 2; P68402; recombinant PAFAH1B2, FP-rhodamine activity probe, fluorescence polarization; inhibition, % at 3.39 µM; hit rate 1.2% among 340,000; AID 492953;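 active means inhibition above the mean of all tested compounds plus 3 SD, cut at about 24% in these data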;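 further: 0% = enzyme with DMSO and 100% = wells lacking PAFAH1B2; many of its hits are not listed in these tables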
PREPL inhibitor: inhibits the human prolyl oligopeptidase-like enzyme. recombinant PREPL, fluorescence polarization activity-based probe. Q4J6C6. inhibition, % at 5.96 µM. hit rate 0.68% among 320,000; in the data active means inhibition above about 43%;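 further: 0% = enzyme with DMSO and 100% = wells lacking enzyme; many of its hits are not listed in these tables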
PAFAH1B3 inh: PAFAH1B3 (human) inhibition. Q15102. recombinant PAFAH1B3, FP-rhodamine probe, fluorescence polarization. inhibition, % at 3.39 µM. hit rate 0.28% among 340,000;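 active means inhibition above the screen-wide average of all tested compounds plus 3 SD, cut at about 25% in these data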;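 further: 0% = enzyme with DMSO only and 100% = wells lacking PAFAH1B3 protein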
LYPLA1 counter: blocks human lysophospholipase 1, a PME1 counter-screen; O75608; recombinant LYPLA1, FP-Rh probe fluorescence polarization; inhibition, % at 5.9 µM; hit rate 0.16% among 320,000;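 active means inhibition above the mean of all tested compounds plus 3 SD, set per campaign, cut at about 14% in these data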;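 further: inhibitors block serine hydrolase probe labeling of LYPLA1 so polarization falls; 0% = enzyme with DMSO and 100% = wells lacking LYPLA1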
Target sequence (O75608 whole entry, looked up): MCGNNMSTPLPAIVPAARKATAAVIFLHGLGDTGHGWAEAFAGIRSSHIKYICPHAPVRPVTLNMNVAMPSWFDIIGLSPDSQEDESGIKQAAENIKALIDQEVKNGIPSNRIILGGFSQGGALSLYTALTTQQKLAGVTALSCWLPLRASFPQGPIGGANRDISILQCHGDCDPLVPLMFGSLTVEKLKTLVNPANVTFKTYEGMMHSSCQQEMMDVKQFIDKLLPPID
EBNA-1 inhibitor: blocks EBNA-1 binding to DNA; EBNA-1 DNA binding, fluorescence polarization; inhibition, % at 14.8 µM; hit rate 0.34% among 300,000; in the data active means inhibition above about 28%
pPAFAH FP inh: inhibitors of human plasma PAF acetylhydrolase (pPAFAH) | Q13093 | recombinant pPAFAH, FP-rhodamine probe fluorescence polarization | inhibition, % at 3.39 µM | hit rate 1.5% among 330,000;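 active means inhibition above the mean inhibition across the screen plus 3 SD, cut at about 25% in these data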;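 further: inhibitors block binding of the rhodamine activity-based probe so polarization drops; 0% = enzyme with DMSO and 100% = wells lacking pPAFAH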
Target sequence (Q13093 whole entry, looked up): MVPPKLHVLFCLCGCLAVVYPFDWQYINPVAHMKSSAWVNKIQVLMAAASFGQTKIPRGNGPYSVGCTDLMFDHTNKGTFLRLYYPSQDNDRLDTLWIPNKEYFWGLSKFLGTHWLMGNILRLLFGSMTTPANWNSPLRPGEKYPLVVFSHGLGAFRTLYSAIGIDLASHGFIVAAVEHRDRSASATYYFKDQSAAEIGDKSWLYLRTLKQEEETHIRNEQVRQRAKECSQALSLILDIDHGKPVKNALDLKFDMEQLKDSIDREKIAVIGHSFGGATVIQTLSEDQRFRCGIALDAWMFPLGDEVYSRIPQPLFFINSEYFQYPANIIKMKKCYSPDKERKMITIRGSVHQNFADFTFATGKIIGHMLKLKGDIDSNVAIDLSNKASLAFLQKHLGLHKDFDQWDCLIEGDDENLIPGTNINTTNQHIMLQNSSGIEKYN
An asterisk follows results filed as active; x = not tested or not shown. This is a subset. The share of hits here may be higher or lower than overall.

SMILES	PAFAH2 FP inh	ZTA DNA inh	LYPLA2 inh	PAFAH1B2 inh	PREPL inhibitor	PAFAH1B3 inh	LYPLA1 counter	EBNA-1 inhibitor	pPAFAH FP inh
CCn1cc(C(=O)NC2CCCCCC2)c(=O)c2ccc(C)nc21	1.7	-9.2	7.6	0.2	7.7	1.5	5.2	-8.6	2.7
CC(C)(COC(=O)Nc1ccccc1)COC(=O)Nc1ccccc1	-3.6	-8.8	-0.8	1.2	-15.4	5.9	0.6	-13.3	8.1
COc1ccc(CC(NC(C)=O)C(=O)NC2CCN(S(=O)(=O)c3cccc4ccccc34)CC2)cc1OC (stereo not given)	-2.7	10.7	5.3	3.8	7.4	9.4	-0.1	3.0	-1.9
COc1cc2c(cc1OC)CN(C(=O)c1ccc(Br)o1)CC2	-6.7	-13.3	-1.6	4.5	-0.5	4.9	-0.1	-11.1	-5.3
Cc1ccc(NC(=O)CN2C(=O)NC(Cc3c[nH]c4ccccc34)C2=O)cc1 (stereo not given)	-3.1	3.9	-6.4	0.8	15.6	-6.1	-4.9	x	-5.1
CC(C)(C)c1cc(C(=O)N2CCc3ccccc3C2)ccn1	1.0	-5.2	-0.6	0.5	0.3	3.8	-2.3	1.1	3.7
CC(C)=CCN1CCN(Cc2ccc(N3CCNC3=O)cc2)CC1CCO (stereo not given)	1.0	1.4	4.7	2.3	16.3	4.6	2.5	-1.2	3.4
Cc1ccoc1C(=O)NCc1occc1C(=O)O	9.0	4.4	5.7	5.1	10.8	7.8	2.2	8.6	0.8
CN(C)/C=C(\C#N)S(=O)(=O)c1ccc(Cl)cc1	x	-8.9	8.7	x	9.9	x	3.1	2.5	1.9
Cc1ccc(-c2ocnc2C(=O)Nc2ccccc2NC(=O)c2ccccn2)cc1	4.1	-16.9	-7.3	4.5	-0.9	9.4	-9.6	-9.3	-2.8
CCOc1ccccc1NC(=O)Nc1cccc(S(N)(=O)=O)c1	x	-5.0	-0.1	x	0.3	x	-3.8	-9.4	0.6
CCOc1ccc(NC(=O)COC(=O)c2cccnc2)cc1	6.6	-0.2	3.5	-6.1	7.7	-8.6	0.6	-25.1	-6.2
COC(=O)CCC(=O)OC1(C)C(=O)C=C2C=C(C3CC3)OC=C2C1=O (stereo not given)	x	1.1	11.2	x	5.3	x	9.9	11.3	26.3*
COc1cc(C(=O)N/N=C\c2ccccc2)c([N+](=O)[O-])c(OC)c1OC	0.0	4.1	3.6	2.1	3.1	11.8	-0.2	-17.2	-2.8
OCCC1CN(Cc2ccc(Oc3ncccn3)cc2)CCN1C1CCCCC1 (stereo not given)	0.7	0.0	-2.7	1.8	-5.8	5.8	-0.3	0.2	0.6
CCc1ccccc1NC(=O)c1cc(=O)c2ccccc2o1	10.0	-19.3	-1.3	4.9	12.1	-5.8	-0.3	0.0	4.3
CS(=O)(=O)N(CC(=O)NC1CCCC1)c1ccc(Oc2ccccc2)cc1	-1.2	4.8	-9.1	1.9	17.9	7.7	-7.6	-6.9	-4.7
CSc1nnc(Cc2ccc3c(c2)OCO3)o1	-6.7	6.2	4.5	1.1	-2.7	-0.8	-1.6	-3.8	0.3
Cc1ccccc1NC(=S)NC(=O)/C=C/c1ccco1	4.6	-2.7	0.9	-4.6	2.5	8.7	-3.2	14.2	20.3
Cc1ccc(OCC(=O)NCCNC(=O)c2ccncc2)cc1	0.4	11.7	-1.6	5.2	2.6	-6.7	1.2	-4.9	7.3

Reformatted with values under each structure: 2 of the compounds above.
The line under a structure holds: PAFAH2 FP inh	ZTA DNA inh	LYPLA2 inh	PAFAH1B2 inh	PREPL inhibitor	PAFAH1B3 inh	LYPLA1 counter	EBNA-1 inhibitor	pPAFAH FP inh
> COc1cc(C(=O)N/N=C\c2ccccc2)c([N+](=O)[O-])c(OC)c1OC
 : 0.0	4.1	3.6	2.1	3.1	11.8	-0.2	-17.2	-2.8
> CSc1nnc(Cc2ccc3c(c2)OCO3)o1
 : -6.7	6.2	4.5	1.1	-2.7	-0.8	-1.6	-3.8	0.3

Next section
SMILES	PAFAH2 FP inh	ZTA DNA inh	LYPLA2 inh	PAFAH1B2 inh	PREPL inhibitor	PAFAH1B3 inh	LYPLA1 counter	EBNA-1 inhibitor	pPAFAH FP inh
CCCOC(=O)Nc1nc2ccccc2o1	-6.0	8.0	-0.8	-3.3	4.9	0.7	1.0	-3.5	-1.6
NC(=O)c1ccc(N2CCN(c3ccccc3F)CC2)c([N+](=O)[O-])c1	9.8	-12.3	15.8	-0.4	16.8	0.6	5.3	-9.2	9.7
NC1C=CC=C(C(=O)O)C1 (stereo not given)	0.2	14.0	0.5	-2.5	4.7	8.4	0.0	-1.0	-3.5
COc1ccc(-n2nc(C(=O)NCC(=O)NCCCN3CC(C)CC(C)C3)c3ccccc3c2=O)cc1OC (stereo not given)	0.4	11.6	-3.4	5.9	-4.1	9.0	-4.0	6.5	5.0
O=C(Cn1nc(C(=O)O)c2ccccc2c1=O)Nc1ccc(F)cc1F	0.5	11.2	-5.7	7.0	9.9	-1.7	0.9	-5.1	-2.4
Cc1onc(-c2ccccc2Cl)c1C(=O)N1CCCc2ccccc21	2.1	-3.9	1.9	0.5	4.3	5.0	-1.3	5.0	-2.3
Cc1ccc(CNC(=O)c2ccc(N3CCC4(CC3)CC(c3ccccc3)=NO4)c(NC(=O)c3cccc(C)c3)c2)cc1	-10.6	-0.9	-3.4	-5.8	5.3	-3.8	1.6	-2.2	-6.2
O=C(NCCC(=O)N(Cc1ccco1)Cc1cccs1)c1ccc(Br)cc1	3.3	-5.5	0.6	5.6	-14.3	7.0	2.3	x	-0.1
CN(C)CCOC(=O)CC12CC3CC(C1)CC(CC(=O)OCCN(C)C)(C3)C2	3.2	-3.1	1.3	9.3	-1.7	-3.0	0.2	-11.4	5.1
COc1cccc(Cn2c(NCC(C)C)nc3c2c(=O)n(C)c(=O)n3C)c1	-0.2	-11.3	-1.2	4.0	31.1	8.0	2.0	-16.1	7.1
O=C(CNC(=O)c1ccccc1F)NCc1cccnc1	8.2	14.1	-0.7	0.6	7.5	8.9	-0.9	-5.1	4.7
CN1C(=O)COc2ccc(C(=O)c3ccccc3C(=O)O)cc21	-1.6	5.0	1.1	1.5	1.6	-2.8	2.1	-1.6	-2.0
O=C(NS(=O)(=O)c1ccccc1[N+](=O)[O-])c1ccccc1	-3.9	-1.3	6.2	5.6	-2.7	4.0	4.7	0.5	1.7
S=C(NCCc1ccccc1)N/N=C/C1CCCCC1	x	1.5	-0.3	x	-11.8	x	0.4	1.3	5.1
COC(=O)[C@H](Cc1ccc(O)cc1)NC(=O)Cn1cnc2c(NCc3ccccc3)ncnc21	-1.4	x	x	-1.1	x	4.8	x	x	3.2
COc1ccc(C(=O)OC(C)C(=O)NCC2CCCCC2)cc1S(=O)(=O)N1CCOCC1 (stereo not given)	14.9	9.1	-1.8	-3.6	-2.8	0.6	-0.1	x	1.2
O=C(NCc1ccco1)c1nn(-c2ccccc2)c(=O)c2ccccc12	-3.1	-10.8	8.2	-0.8	1.5	0.9	11.0	10.9	1.9
CCN(CC)CCCNC(CC(=O)Nc1cccc([N+](=O)[O-])c1)C(=O)O (stereo not given)	-0.2	-25.7	-7.6	1.4	38.0	-1.7	5.4	3.0	4.0
COC(=O)c1sc(S(=O)(=O)Nc2ccc(C)c(C)c2)c(C(=O)OC)c1C	4.8	5.9	2.2	-4.2	-31.6	0.6	-3.4	1.4	2.7
Cc1ccc(C(=O)N/C(=C\c2sccc2C)C(=O)NCCCN2CCOCC2)cc1	1.5	-2.0	-2.1	4.5	-0.3	-4.0	-1.9	-11.0	5.8
CCCCCCn1c(SCC(=O)c2c(N)n(C)c(=O)n(C)c2=O)nc2ccccc21	2.7	-13.8	-0.8	3.8	18.1	-0.2	3.1	-1.3	1.5
COCCCNC(=O)C1CCCN(S(=O)(=O)c2ccc(C)cc2)C1 (stereo not given)	-2.1	12.0	1.2	6.3	1.8	1.7	1.7	2.9	-0.7
CN(C)CCCNC(=O)C(=O)NCC1OCCN1S(=O)(=O)c1cc(F)ccc1F (stereo not given)	-17.1	-7.0	-1.3	0.6	0.6	0.7	0.5	3.9	3.5
Cc1cccc(NC(=S)NNC(=S)NCc2ccccc2)c1	9.8	1.8	1.0	8.4	12.8	8.7	1.7	-1.5	7.8
O=S(=O)(c1ccc(Oc2ccc(S(=O)(=O)N3CCOCC3)cc2)cc1)N1CCOCC1	0.8	-9.9	3.5	2.5	-3.2	-11.0	0.5	-4.9	2.1
CCOc1ccccc1C(=O)NCCCN1CCN(CCCNC(=O)c2ccccc2OCC)CC1	-12.6	1.1	-0.2	0.0	-3.6	8.8	1.5	1.3	-3.8
COCC(=O)N1CCC(Oc2ccc(C(=O)NCc3cnc(C)cn3)cc2)CC1	-4.2	-7.0	-3.0	3.2	3.3	1.7	-0.3	-6.5	5.1
Cc1cc(C)c(N)cc1C	6.6	13.5	-1.4	-0.6	12.4	-3.0	-0.3	x	-1.4
CN1CCN(c2ccc(Cl)cc2NC(=O)c2cccc(S(=O)(=O)N(C)C)c2)CC1	-8.2	-2.2	-4.5	-2.2	6.7	0.4	-3.5	8.0	-0.9
CC(C)(C)c1ccc(NC(=O)CN2C(=O)NC(C)(C3CC3)C2=O)cc1 (stereo not given)	9.0	-1.1	3.8	12.2	4.5	3.0	-1.7	x	4.6
Cc1cc(C)c(-n2nnnc2SCC(=O)c2cc3ccccc3o2)c(C)c1	x	0.6	2.8	x	-6.7	x	-0.1	-4.4	-1.1
COC(c1ccccc1)c1nnc(CCC(=O)NCc2ccc3ncccc3c2)o1 (stereo not given)	-0.7	13.4	-5.1	7.6	2.7	5.2	-5.2	-3.3	-1.6
CCN(CC(=O)Nc1cc(Cl)ccc1C)C(=O)Cc1ccsc1	7.9	-10.5	7.3	5.6	2.5	-1.4	5.8	x	-0.7
CC(C)(C)c1ccc(OCCCC(=O)Nc2ccc(S(N)(=O)=O)cc2)cc1	0.1	-16.6	-11.4	0.6	-5.8	2.1	-6.4	0.7	8.0
Cc1nn(C)c(C)c1NC(=O)Nc1ccc(Cl)c(Cl)c1	-4.7	-13.3	-26.3	-0.8	2.4	-3.0	-13.3	-14.2	-9.1
Cc1ccc(Cl)cc1N1CCN(S(=O)(=O)c2ccc3[nH]c(=O)ccc3c2)CC1	0.4	8.2	-3.7	1.9	-9.5	-1.0	-1.0	-3.7	9.4
O=C(/C=C/c1ccc2c(c1)OCO2)c1ccc(F)cc1	5.0	0.6	-5.7	-4.2	3.6	2.6	-1.0	2.7	5.3
Cc1ccc(OCC(=O)NN=C2c3ccccc3-c3ccccc32)cc1	-3.2	15.6	-0.5	3.1	-2.8	4.2	-3.5	4.2	-3.1
COc1cccc(COC(=O)c2nn(-c3ccccc3)nc2N)c1	1.0	1.7	3.1	0.1	-9.5	0.9	-2.2	4.7	14.0
Cc1ccsc1C(=O)OCC(=O)N1CCN(c2ccccc2)CC1	8.3	x	x	2.5	26.0	-0.5	x	x	1.1
O=C(COc1ccc(Cl)cc1)NCCSc1ccccc1	5.0	-11.6	0.0	18.2	-25.9	-0.7	-2.1	-9.2	5.4
C=CCc1c(C)nc(-c2ccccc2)nc1N/N=C(\C)c1ccc(N)cc1	3.0	2.5	-4.6	-6.1	0.4	2.8	-2.5	6.7	4.6
Cc1c(N=Cc2ccc(Cl)o2)c(=O)n(-c2ccccc2)n1C	9.7	-3.6	0.4	-1.6	13.5	1.9	1.1	5.6	-2.3
CCC(C(=O)Nc1cc(C)on1)c1ccccc1 (stereo not given)	4.2	-4.8	2.2	10.7	-6.1	6.3	-3.8	-2.7	0.3
COc1ccc(N2CC(C(=O)Nc3nnc(SCC(=O)NC(C)(C)C)s3)CC2=O)cc1 (stereo not given)	-9.8	5.3	4.4	0.0	0.3	-3.3	2.0	1.4	1.2
